ST2 inh: blocks human ST2 binding to IL-33 | AlphaLISA ST2-Fc/biotin-IL-33 interaction, 1 h | Q01638 | inhibition, % for hits at 17 µM | 2.3% of 78,000 active | AID 1259354; in the data active = inhibition above about 30%; inconclusive = mostly about 10% to 28%
Target sequence (Q01638 whole entry, looked up): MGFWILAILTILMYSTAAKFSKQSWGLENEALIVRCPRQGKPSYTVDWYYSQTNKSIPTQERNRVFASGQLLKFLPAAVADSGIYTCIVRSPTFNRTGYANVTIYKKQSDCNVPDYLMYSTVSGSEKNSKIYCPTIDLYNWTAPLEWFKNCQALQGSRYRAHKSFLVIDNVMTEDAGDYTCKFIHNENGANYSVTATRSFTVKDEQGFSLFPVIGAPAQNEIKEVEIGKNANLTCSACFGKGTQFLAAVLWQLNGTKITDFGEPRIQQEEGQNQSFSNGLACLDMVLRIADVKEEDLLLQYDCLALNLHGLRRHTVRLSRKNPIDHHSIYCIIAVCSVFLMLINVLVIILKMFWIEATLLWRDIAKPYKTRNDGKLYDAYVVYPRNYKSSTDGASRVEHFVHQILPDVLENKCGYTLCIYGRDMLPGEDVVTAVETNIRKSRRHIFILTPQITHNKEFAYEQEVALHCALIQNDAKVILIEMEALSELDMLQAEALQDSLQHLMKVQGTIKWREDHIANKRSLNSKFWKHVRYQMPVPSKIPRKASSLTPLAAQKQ
The depositor's hits bear a star; ! = not active in a repeat. The list is partial (hit frequency here may not be typical).

Results for CC(O)c1nc2ccccc2[nH]1 (centres undefined) ?
ST2 inh: inactive

What do the screens show for `CCCCOc1ccc(C2=NNC(=O)CC2)cc1`?
ST2 inh: inconclusive

Results for CCC1Oc2ccccc2N(CC(=O)NCCN2CCCC2)C1=O (centres undefined) ?
ST2 inh: inactive

How did O=C(NC1CCC(n2cnnc2)CC1)c1ccc(-c2ccccc2)[nH]1 (centres undefined) do in these assays?
ST2 inh: inactive

Results for CCOC(=O)N1CC(c2ccc3ccccc3n2)=Cc2ccccc21 ?
ST2 inh: inconclusive

What do the screens show for `CCc1nnc(NC(=O)C2Cc3cc(S(=O)(=O)N4CCCCC4)ccc3N2C(C)=O)s1` (centres undefined)?
ST2 inh: inactive

What do the screens show for `Cc1ccc(C)c(CSC2=NCCN2C(=O)Cc2ccccc2)c1`?
ST2 inh: inactive

What do the screens show for `Nc1ccc(-n2c(CCCO)nc3ccccc32)cn1`?
ST2 inh: inconclusive

How did Cc1cc(NC(=O)c2cc(-c3ccc(F)cc3)on2)no1 do in these assays?
ST2 inh: inactive

Results for O=C1c2ccccc2C(=O)N1CCSc1nc2ccccc2s1 ?
ST2 inh: inactive

What do the screens show for `CC(C)(C)NS(=O)(=O)c1ccc(NC(=O)c2ccccc2F)cc1`?
ST2 inh: inactive

Results for COC(=O)[C@@H]1Cc2ncn(Cc3ccc(OC)cc3)c2CN1Cc1ccc(OC)cc1 ?
ST2 inh: 89%*

How did O=C(NCCN1CCCC1)c1cn(-c2ccc(F)cc2F)c(=O)c2ccccc12 do in these assays?
ST2 inh: inactive

How did COc1cccc(NC(=O)CCC2CCN(S(=O)(=O)c3ccccc3)CC2)c1 do in these assays?
ST2 inh: inconclusive

What do the screens show for `COc1cc(C)c(NC(=O)c2cc3ccccc3o2)cc1C(C)C`?
ST2 inh: inconclusive

Results for COCCN(CCc1ccncc1)C(=O)C1CCN(c2ccc(-c3cccs3)nn2)CC1 ?
ST2 inh: inactive

What do the screens show for `Cn1ccc(C(=O)Nc2c(F)c(F)cc(F)c2F)n1`?
ST2 inh: inactive

Results for OCC1OC(c2c(O)cc(C3C(c4ccc(O)cc4)OC(c4ccc(O)cc4)C3c3cc(O)c(C4OC(CO)C(O)C(O)C4O)c(O)c3)cc2O)C(O)C(O)C1O (centres undefined) ?
ST2 inh: inactive

How did O=C(Nc1ccc(N2CCOCC2)c(Cl)c1)c1ccc(Cl)c([N+](=O)[O-])c1 do in these assays?
ST2 inh: inconclusive

What do the screens show for `CCCC(=O)N1c2ccccc2Sc2ccccc21`?
ST2 inh: inactive

What do the screens show for `CCCCN(Cc1ccccc1)S(=O)(=O)c1ccc2c(c1)CCN2C(=O)C1CC1`?
ST2 inh: inactive

Results for CN(Cc1ccc([N+](=O)[O-])cc1)C1CCCCC1 ?
ST2 inh: inactive

How did Cc1cc(C)n(C(CC(=O)O)C(=O)O)n1 (centres undefined) do in these assays?
ST2 inh: inactive

What do the screens show for `COc1cc(/C=C2\SC(N(C)c3ccc(O)cc3)=NC2=O)ccc1O`?
ST2 inh: inconclusive

How did Cc1ccc(-n2c(SC(C)C)nc3c(c2=O)SCC3)cc1 do in these assays?
ST2 inh: 36%*!

How did CC(=O)N1c2c(cc(Br)cc2S(=O)(=O)N2CC=C(c3ccccc3)CC2)CC1C (centres undefined) do in these assays?
ST2 inh: inactive

What do the screens show for `O=C(CN1CCN(Cc2ccc(F)cc2Cl)C1=O)NCc1ccc(Cl)cc1`?
ST2 inh: inactive

Results for O=c1oc2ccc(Cl)cc2cc1-c1nnc(-c2cccc(Br)c2)o1 ?
ST2 inh: inactive

How did C=CCn1cc(C(=O)NCCC(C)C)c(=O)c2cc(S(=O)(=O)N3CCCCCC3)ccc21 do in these assays?
ST2 inh: inactive

What do the screens show for `Cc1ccc(F)c(NC(=O)CCOc2ccccc2C)c1`?
ST2 inh: inactive

What do the screens show for `CC(C)CCN1C(=O)N(Cc2cccnc2)C(=O)C12CCN(Cc1cccc(C(F)(F)F)c1)CC2`?
ST2 inh: inconclusive

Results for O=C(CC1Sc2ccc(C(F)(F)F)cc2NC1=O)Nc1ccc([N+](=O)[O-])cc1 (centres undefined) ?
ST2 inh: inactive

Results for CSc1cccc(NC(=O)C2COc3ccccc3O2)c1 (centres undefined) ?
ST2 inh: inactive

What do the screens show for `Cc1nc(CC(=O)NCc2cccnc2N2CCOCC2)cs1`?
ST2 inh: inactive

How did CCOC(=O)N1CCC(NC(=O)C2CC23CCN(Cc2ccc(OC)c(OC)c2Cl)CC3)CC1 (centres undefined) do in these assays?
ST2 inh: inactive

Results for CSc1cccc(NC(=O)C2CCN(C(=O)c3ccc(F)cc3)CC2)c1 ?
ST2 inh: inconclusive

What do the screens show for `COc1cc(-c2oc3cc(O)c(OC)c(O)c3c(=O)c2OC)ccc1O`?
ST2 inh: inactive

What do the screens show for `O=C(CSC1=Nc2ccccc2C2=NC(c3ccccc3)C(=O)N12)c1ccccc1` (centres undefined)?
ST2 inh: inactive

Results for CCOC(=O)N1CCN(C(=O)C(C)N(c2ccc(Oc3ccccc3)cc2)S(C)(=O)=O)CC1 (centres undefined) ?
ST2 inh: inconclusive

How did C=CCN(CC=C)S(=O)(=O)c1ccc(C(=O)Nc2nc3c(s2)CCCC3)cc1 do in these assays?
ST2 inh: inactive

Results for CC1(C)CC(=O)C2=C(C1)OC1=C(C(=O)CC(C)(C)C1)C21C(=O)Nc2ccccc21 ?
ST2 inh: inactive

How did O=C(CN1Cc2ccccc2OC(c2ccsc2)C1)N1CCCC1c1nc2ccc(F)cc2[nH]1 (centres undefined) do in these assays?
ST2 inh: inactive

Results for CC(O)C#CCN(Cc1ccccc1)C(C)C (centres undefined) ?
ST2 inh: inactive

What do the screens show for `CCN1CCN(C(=O)C2c3ccccc3Oc3ccccc32)CC1`?
ST2 inh: inconclusive

How did Cc1ccc(CN2CCN(C3CCN(c4ccccc4F)CC3)CC2CCO)o1 (centres undefined) do in these assays?
ST2 inh: inactive

How did Cc1ccc(C2OC(=O)c3ccccc32)cc1Cl (centres undefined) do in these assays?
ST2 inh: inactive

Results for C#CCOc1cc(Br)c(C=O)cc1OC ?
ST2 inh: inconclusive

Results for O=C(c1ccc(NC2=NC3CS(=O)(=O)CC3S2)cc1)N1CCN(c2ccccc2)CC1 (centres undefined) ?
ST2 inh: inactive

Six neighbouring entries already listed, quoted:
What do the screens show for `COc1cc(-c2oc3cc(O)c(OC)c(O)c3c(=O)c2OC)ccc1O`?
ST2 inh: inactive

What do the screens show for `O=C(CSC1=Nc2ccccc2C2=NC(c3ccccc3)C(=O)N12)c1ccccc1` (centres undefined)?
ST2 inh: inactive

Results for CCOC(=O)N1CCN(C(=O)C(C)N(c2ccc(Oc3ccccc3)cc2)S(C)(=O)=O)CC1 (centres undefined) ?
ST2 inh: inconclusive

How did C=CCN(CC=C)S(=O)(=O)c1ccc(C(=O)Nc2nc3c(s2)CCCC3)cc1 do in these assays?
ST2 inh: inactive

Results for CC1(C)CC(=O)C2=C(C1)OC1=C(C(=O)CC(C)(C)C1)C21C(=O)Nc2ccccc21 ?
ST2 inh: inactive

How did O=C(CN1Cc2ccccc2OC(c2ccsc2)C1)N1CCCC1c1nc2ccc(F)cc2[nH]1 (centres undefined) do in these assays?
ST2 inh: inactive

Next structures
Results for CN(C)CCCNc1nc(-c2ccccc2O)nc2ccccc12 ?
ST2 inh: inactive

What do the screens show for `O=C1C2C3C=CC(O3)C2C(=O)N1c1ccccc1C(F)(F)F` (centres undefined)?
ST2 inh: inactive

What do the screens show for `CCOC(=O)N1CCN(c2ccccc2F)CC1`?
ST2 inh: inactive

Results for Oc1cccc(N=Cc2nc(-c3ccc(Br)cc3)oc2O)c1 ?
ST2 inh: inactive

What do the screens show for `CC(=O)c1cnc(Nc2ccc(F)cc2F)c2ccccc12`?
ST2 inh: inactive

How did CN(Cc1cc(C(C)(C)C)n[nH]1)C(=O)c1cccc(-n2cccn2)c1 do in these assays?
ST2 inh: inconclusive

How did COc1ccc2c(C)nc(N=C(N)N=C(C)c3ccccc3C(=O)O)nc2c1 do in these assays?
ST2 inh: inactive

What do the screens show for `N#CC1=C(N)SC(N)=C(C#N)C1c1ccccc1`?
ST2 inh: inactive

What do the screens show for `O=C(N[C@H]1C[C@H]2C(=O)Nc3ccccc3C(=O)N2C1)c1cccnc1`?
ST2 inh: inactive

How did COc1cc(NC(=O)CCC2CCCN(C(=O)C3=CCCCC3)C2)cc(OC)c1 (centres undefined) do in these assays?
ST2 inh: inactive

What do the screens show for `c1ccc(C2=NN3C(C2)c2ccccc2OC3c2ccc3c(c2)OCO3)cc1` (centres undefined)?
ST2 inh: inactive

What do the screens show for `COc1ccc(C2C(C(C)=O)=C(O)C(=O)N2Cc2ccccc2)cc1` (centres undefined)?
ST2 inh: inactive

How did COc1cc(N2CCOc3c(cc(-c4cccs4)cc3OC)C2)ncn1 do in these assays?
ST2 inh: inactive

How did Fc1ccc(Nc2c(-c3cccnc3)nc3ccccn23)cc1 do in these assays?
ST2 inh: inconclusive

How did COc1ccc(-c2ccnc(N[C@H]3CO[C@H]4[C@@H]3OC[C@H]4OC(=O)Nc3cccc(C(C)=O)c3)n2)cc1 do in these assays?
ST2 inh: inactive

How did O=C(Cn1cnc2sc3c(c2c1=O)CCC3)Nc1ccc([N+](=O)[O-])cc1 do in these assays?
ST2 inh: inactive

Results for CCCCOc1ccc(S(=O)(=O)N2CCSC2c2ccccc2OC)cc1 (centres undefined) ?
ST2 inh: inactive

How did Cc1cccc(-c2cc(N3CCN(S(=O)(=O)Cc4ccccc4)CC3)ncn2)c1 do in these assays?
ST2 inh: inactive

What do the screens show for `COc1cc(NCC(O)CN2CCCCCC2)ncn1` (centres undefined)?
ST2 inh: inconclusive

How did CC1=C(C(=O)Nc2cccnc2)C(c2ccccn2)n2nnnc2N1 (centres undefined) do in these assays?
ST2 inh: inactive

How did C#CC(C)(C)NC(=O)C1CCCN(CC(N)=O)C1 (centres undefined) do in these assays?
ST2 inh: inactive

How did COc1ccc(Cc2nnc(NC(=O)c3ccc(F)cc3)s2)cc1OC do in these assays?
ST2 inh: inactive

Results for COc1cccc(/C=C2/C(=O)N(c3ccc([N+](=O)[O-])cc3)N=C2C)c1O ?
ST2 inh: inconclusive

How did CC1CCN(CCCNC(=O)C2CCN(S(=O)(=O)N3CCCCC3)CC2)CC1 do in these assays?
ST2 inh: inactive

Compounds from the list above that contain a COOH group:
How did Cc1cc(C)n(C(CC(=O)O)C(=O)O)n1 (centres undefined) do in these assays?
ST2 inh: inactive

How did COc1ccc2c(C)nc(N=C(N)N=C(C)c3ccccc3C(=O)O)nc2c1 do in these assays?
ST2 inh: inactive

(more compounds)
What do the screens show for `Cc1sc(Nc2ccccc2)nc1-c1ccccc1`?
ST2 inh: inconclusive

Results for COc1cc([C@H]2c3cc(O)c(OC)cc3C[C@@](O)(CO)[C@@H]2CO)ccc1O ?
ST2 inh: inactive

Results for Cc1cc(N2CCOCC2)nc(N2CCN(S(=O)(=O)c3ccc(Oc4ccccc4)cc3)CC2)n1 ?
ST2 inh: inactive

Results for CNc1nc(OC)nc(N(C)C)n1 ?
ST2 inh: inactive

Results for CN(C)CC1(O)CCCN(C(=O)Cc2c(F)cccc2Cl)CC1 (centres undefined) ?
ST2 inh: inactive

What do the screens show for `Cc1oc2ccc(OCc3cccc(Cl)c3)cc2c1C(=O)O`?
ST2 inh: inactive

Results for O=S(=O)(Nc1ccccc1Cl)c1ccc(Br)cc1 ?
ST2 inh: inconclusive

What do the screens show for `CCOC(=O)C1CCN(S(=O)(=O)c2cc(Br)cc3c2N(C(C)=O)C(C)C3)CC1` (centres undefined)?
ST2 inh: inactive

How did CN(C)c1ncc2c(n1)CCCC2NCc1ccccc1-c1ccco1 (centres undefined) do in these assays?
ST2 inh: inactive

Results for CC(C)Cc1nc(CN(C)Cc2ccnc3ccccc23)no1 ?
ST2 inh: inconclusive

Results for COCC(=O)N1Cc2c(ncn2Cc2ccc(Cl)cc2)C[C@H]1C(=O)OC ?
ST2 inh: inactive

Results for COc1ccc(S(=O)(=O)Nc2ccc(NC(C)=O)cc2)cc1 ?
ST2 inh: inactive

Six compounds from above, ordered by molar mass, low to high.
How did C#CC(C)(C)NC(=O)C1CCCN(CC(N)=O)C1 (centres undefined) do in these assays?
ST2 inh: inactive

What do the screens show for `Nc1ccc(-n2c(CCCO)nc3ccccc32)cn1`?
ST2 inh: inconclusive

What do the screens show for `O=C1C2C3C=CC(O3)C2C(=O)N1c1ccccc1C(F)(F)F` (centres undefined)?
ST2 inh: inactive

What do the screens show for `Cc1nc(CC(=O)NCc2cccnc2N2CCOCC2)cs1`?
ST2 inh: inactive

What do the screens show for `CCOC(=O)C1CCN(S(=O)(=O)c2cc(Br)cc3c2N(C(C)=O)C(C)C3)CC1` (centres undefined)?
ST2 inh: inactive

Results for Cc1cc(N2CCOCC2)nc(N2CCN(S(=O)(=O)c3ccc(Oc4ccccc4)cc3)CC2)n1 ?
ST2 inh: inactive

Additional records.
How did O=S(=O)(NCc1nc2cccnc2n1Cc1ccc(F)cc1)c1ccc(F)c(Cl)c1 do in these assays?
ST2 inh: inactive

What do the screens show for `O=C(NCC1CCS(=O)(=O)C1)c1csc2nc(-c3cccc(C(F)(F)F)c3)cn12` (centres undefined)?
ST2 inh: inactive

Results for COc1ccc(N=c2scc(-c3ccc(OC)cc3)n2CCN2CCOCC2)cc1 ?
ST2 inh: inconclusive

How did COc1ccc(N2CCN(c3ncnc4sc(C(=O)N5CCC(C)CC5)c(C)c34)CC2)cc1 do in these assays?
ST2 inh: inactive

How did Cc1cc(C)c(C#N)c(SCc2ccccn2)n1 do in these assays?
ST2 inh: inactive

Results for c1cc(-c2n[nH]c(C3CC3)n2)cc(-n2cnnc2)c1 ?
ST2 inh: inactive

What do the screens show for `O[C@@H]1C[C@H]2CN(Cc3cnc(NCc4ccccc4)nc3)C[C@H]2C[C@@H]1O`?
ST2 inh: inactive

What do the screens show for `Cc1ccc(CNC(=O)C2CSC(c3cccs3)=N2)cc1` (centres undefined)?
ST2 inh: inconclusive

What do the screens show for `Cc1cc(Br)cc2c1N(C)C(=O)/C2=C1\SC(=Nc2ccc(F)cc2)NC1=O`?
ST2 inh: 33%*

Results for Cc1ccc2nc(NC(=O)CN3C(=O)CCc4cc(S(=O)(=O)N5CCCC5)ccc43)sc2c1 ?
ST2 inh: inactive

Results for CCc1nc(C)c(C#N)c2cc(OC)c(OC)cc12 ?
ST2 inh: inactive

How did CCOC(=O)c1sc(N=CN(C)C)nc1C do in these assays?
ST2 inh: inactive

Results for Clc1ccc(-c2cn3cccnc3n2)cc1Cl ?
ST2 inh: inactive

Screening data deposited in PubChem by IUPUI and University of Michigan.
